pCIP destab = lowers stability of the mouse p/CIP coactivator protein; Q05BA5; F442A p/CIP-EGFP cells, EGFP fluorescence, 16 h; decrease of EGFP signal, % at 10 µM; actives 0.01% (n = 290,000); AID 1984;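 active means EGFP signal decrease of at least 30% at 10 µM or well 3 SD below plate mean, unless failing retest; inactive means the rest, including hits failing retest or dose response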; further: some compounds called inactive have numbers as strong as hits; many of its hits are not listed in these tables
SUMO HTRF inh = blocks human SUMOylation mediated by UBC9; HTRF SUMOylation assay, SAE1/SAE2 + UBC9, in vitro; P63279; inhibition, % at 35 µM; actives 0.36% (n = 290,000); AID 2006; in the data active means inhibition above about 50%, passing the limit was not always enough; further: strong numbers were not always called active
Target sequence (P63279 whole entry, looked up): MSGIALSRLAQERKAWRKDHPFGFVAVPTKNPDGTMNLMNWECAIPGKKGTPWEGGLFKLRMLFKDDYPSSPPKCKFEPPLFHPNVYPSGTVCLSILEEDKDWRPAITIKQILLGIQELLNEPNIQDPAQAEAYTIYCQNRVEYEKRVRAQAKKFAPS
IDE act = boosts human insulin-degrading enzyme activity in HEK cells. P14735. FAbeta-B cleavage, fluorescence polarization; 0% vehicle, 100% cell-free pure enzyme wells. activation, % at 5.96 µM. actives 0.073% (n = 340,000). AID 493087;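 active means activation above the mean of all tested compounds plus 3 SD, set per screening campaign, cut at about 17% in these data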
MEKK3 PB1 HTS = MEKK3-MEK5 PB1 interaction, increase or decrease; bead-based flow cytometry, Alexa488-MEK5 binding to MEKK3; actives lie on both sides; 0 = blocked by unlabeled MEK5, 100 = vehicle; binding response (% of control), % at 10 µM; actives 1.4% (n = 290,000); AID 1529;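 active means binding response more than 3 SD above or below the average of its plate-row segment, actives on both sides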;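 further: Alexa488 bead fluorescence after subtracting the streptavidin-only scavenger bead signal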
Target sequence (Q99759 whole entry, looked up): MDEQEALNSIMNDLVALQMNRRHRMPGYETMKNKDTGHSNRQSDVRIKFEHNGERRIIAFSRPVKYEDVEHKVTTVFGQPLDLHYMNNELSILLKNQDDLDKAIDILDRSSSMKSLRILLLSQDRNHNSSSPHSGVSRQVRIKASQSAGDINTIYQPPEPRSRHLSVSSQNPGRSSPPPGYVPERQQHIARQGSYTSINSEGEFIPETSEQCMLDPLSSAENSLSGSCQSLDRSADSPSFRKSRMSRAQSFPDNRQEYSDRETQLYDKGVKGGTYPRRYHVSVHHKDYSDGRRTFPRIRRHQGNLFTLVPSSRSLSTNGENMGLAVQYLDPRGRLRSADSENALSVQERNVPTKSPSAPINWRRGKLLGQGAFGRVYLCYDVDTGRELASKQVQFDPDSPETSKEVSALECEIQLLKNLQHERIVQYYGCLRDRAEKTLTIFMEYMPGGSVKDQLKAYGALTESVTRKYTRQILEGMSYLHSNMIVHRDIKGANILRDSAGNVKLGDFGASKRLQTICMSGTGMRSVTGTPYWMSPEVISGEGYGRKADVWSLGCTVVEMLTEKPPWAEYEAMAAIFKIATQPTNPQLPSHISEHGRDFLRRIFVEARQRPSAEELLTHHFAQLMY
FID counter = fluorescent intercalator displacement, NS3 helicase counter-screen; actives 0.17% (n = 290,000); DNA fluorescent intercalator displacement, fluorescence; inhibition, % at 7.9 µM; in the data active means inhibition above about 37%;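 further: 0% = vehicle and 100% = reference compound; higher means more ethidium bromide displaced from hairpin DNA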
VIM-2 inh = blocks Pseudomonas aeruginosa VIM-2 metallo-beta-lactamase; purified VIM-2, nitrocefin hydrolysis, epi-absorbance fluorescence; inhibition, % at 5.6 µM; actives 0.89% (n = 290,000); AID 1527;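 active means inhibition above the mean of all tested compounds plus 3 SD, cutoff set per screening run, cut at about 7.5% in these data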;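 further: red hydrolysis product quenches plate fluorescence so inhibitors raise well fluorescence; 0% = enzyme with DMSO and 100% = DMSO without enzyme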
NS3 helicase inh = inhibitors of Hepatitis C virus NS3 helicase; NS3 helicase DNA unwinding, Cy5 molecular beacon fluorescence; inhibition, % at 10.9 µM; actives 0.56% (n = 290,000);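 active means inhibition above the mean of all tested compounds plus 3 SD, set per campaign, cut at about 35% in these data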;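 further: 0% = DMSO wells and 100% = thioflavine S control wells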
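Measured by: Cy5 fluorescence, 0 and 60 min reads / Assay system: NS3 helicase fragment of HCV / Control set: low DMSO, high thioflavine S at 110 µM / Times: 1 h reaction at 25 °C, ATP-initiated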
PHOSPHO1 block = PHOSPHO1 (human) inhibition. AID 1565. Q8TCT1. actives 1.1% (n = 290,000). recombinant PHOSPHO1, absorbance phosphatase assay. inhibition, % at 13.3 µM; in the data active means inhibition above about 60%
Target sequence (Q8TCT1 whole entry, looked up): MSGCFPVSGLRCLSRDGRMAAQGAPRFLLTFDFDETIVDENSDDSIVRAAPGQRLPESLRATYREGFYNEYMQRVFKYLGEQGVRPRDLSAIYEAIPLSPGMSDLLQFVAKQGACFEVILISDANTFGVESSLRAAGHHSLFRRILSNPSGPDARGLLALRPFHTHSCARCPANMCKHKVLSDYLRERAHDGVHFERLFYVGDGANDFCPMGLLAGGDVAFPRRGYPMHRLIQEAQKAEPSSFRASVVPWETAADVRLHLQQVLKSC
IMP-1 inh = blocks Pseudomonas aeruginosa IMP-1 metallo-beta-lactamase. purified IMP-1, nitrocefin hydrolysis, epi-absorbance fluorescence. inhibition, % at 5.6 µM. actives 0.45% (n = 290,000). AID 1556;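 active means inhibition above the mean plus 3 SD of all compounds in the same screening run, cut at about 4.5% in these data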;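 further: 0% = IMP-1 with DMSO and 100% = DMSO wells lacking enzyme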
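System – purified recombinant IMP-1 beta-lactamase · Input – IMP-1 dispensed at 0.2 nM · Timing – 15 min preincubation plus 25 min reaction at 25 °C · Signal – Epi-absorbance fluorescence, 480 nm excitation, 530 nm emission · Measure – percent IMP-1 inhibition derived from blank-referenced optical density · Controls – Enzyme-plus-DMSO low control, enzyme-free DMSO high control · Replication – singlicate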
* marks the source's active call; other numbers are inactive results; · = no result given; & = joins results of further samples.

SMILES	pCIP destab	SUMO HTRF inh	IDE act	MEKK3 PB1 HTS	FID counter	VIM-2 inh	NS3 helicase inh	PHOSPHO1 block	IMP-1 inh
COc1ccc(C2Nc3ccccc3C(=O)N2c2ccccc2)cc1COc1ccccn1 (stereo not given)	-10.4	20.1	5.3	96.0	-9.4	-8.6	-4.2	25.3	-1.8
COc1ccc(Oc2ccc(C(F)(F)F)cc2N)cc1	4.5	-11.4	0.1	101.0	-4.2	-1.4	-7.8	34.2	-2.4
COc1ccc(CNC(=O)CNC(=O)CNS(=O)(=O)c2ccc(C)c(C)c2)cc1	-8.3	-4.0	2.7	108.0	-33.5	-0.2	-3.6	27.5	-1.4
CC(C)CCN1CCN(CC#Cc2ccccc2)CC1CCO (stereo not given)	4.0	-0.7	-0.7	109.0	-4.7	-1.6	-2.6	22.0	-2.4
O=C(Nc1cc(Cl)ccc1Cl)c1ccc(OC(=O)c2ccco2)cc1	-8.2	-0.7	6.3	100.0	-8.8	-2.1	17.9	-7.1	-2.9
COc1ccc(N2CCN(CCNS(=O)(=O)c3ccc(C)cc3)CC2)cc1	-10.8	2.8	4.4	104.0	0.2	0.3	-10.0	36.0	-0.2
COc1ccc(N2C(=O)C(CC(=O)Nc3ccc(F)cc3)N(CCc3ccc(OC)c(OC)c3)C2=O)cc1 (stereo not given)	-6.2	-5.4	0.6	89.0	-22.5	-0.9	-4.3	-20.6	-4.3
O=C(NCC1CCCO1)C1c2ccccc2Oc2ccccc21 (stereo not given)	-2.5	17.3	-3.9	105.0	-2.6	-2.2	1.3	28.7	-1.2
Cc1ccc(S(=O)(=O)/N=S(\C)CC2CC2(Cl)Cl)cc1 (stereo not given)	-7.8	13.6	1.1	101.0	-4.3	0.2	0.4	6.4	-1.8
CCOC(=O)C1=C(C)C(c2ccc(OC)cc2)NC(=S)N1 (stereo not given)	-1.2	25.6	0.2	98.0	-8.8	-4.3	8.9	2.6	-2.8
COC(=O)c1sc(C(C)(C)C)cc1CSc1ccccc1	2.3	12.3	5.8	100.0	-5.6	-1.5	-0.1	1.0	-3.4
Cc1ccc(NC(=O)C2CCN(S(=O)(=O)c3ccc(N4CCCC4=O)cc3)CC2)cc1Cl	-16.8	-2.8	-12.3	106.0	-31.7	-1.3	-27.8	15.4	-0.8
O=C(NOC(=O)c1cc(Br)ccc1Cl)c1cccs1	-2.5	-4.0	3.9	108.0	2.4	-5.0	-4.8	-1.6	-2.4
Cc1ccc(NC(=O)c2ccc([N+](=O)[O-])cc2Cl)nc1	-4.5	0.4	0.4	102.0	-1.9	-5.1	0.2	-17.4	-1.8
COc1ccccc1OCCOc1ccc(/C=N/n2cnnc2)cc1	-3.9	21.6	0.5	102.0	-17.1	-3.0	0.7	-2.7	-3.9
CC1CCc2c(nc3sc4c(c3c2N)CCCC4)C1 (stereo not given)	-9.6	-3.5	-3.8	97.0	3.1	8.1*	2.4	-6.0	-0.1
COc1cccc(Cn2c(Oc3cccc(C)c3)nc3c2c(=O)n(C)c(=O)n3C)c1	-15.7	-3.0	-0.8	94.0	-8.7	-0.2	2.4	-21.2	1.9
COc1cc(C)ccc1S(=O)(=O)N1CCCCCC1	-7.0	1.4	2.2	97.0	-4.5	-3.1	-3.1	36.3	-3.9
O=C(COc1cccc([N+](=O)[O-])c1)N/N=C/c1ccco1	-3.0	10.1	8.6	103.0	-0.2	-4.9	12.8	45.4	-3.9
Cc1c(C(=O)N2CCc3ccccc3C2)sc2nc(-c3ccccc3)cn12	-11.3	-12.6	-13.4	106.0	-35.9	-3.7	-7.0	13.2	-2.0
C=CCNC(=S)/N=c1/ccccn1Cc1ccccc1	-22.5	23.6	4.2	109.0	1.9	5.7	-14.7	·	16.2*
CCN(CC)C(=O)Cn1cc(C(=O)C(=O)NCCCn2ccnc2)c2ccccc21	2.6	5.4	3.2	93.0	5.5	-1.7	-0.5	5.9	-0.4
Cc1nc2cc(Cl)ccc2n1-c1ccccc1	-3.3	-15.8	2.7	108.0	-8.8	-3.9	-0.9	-19.7	-1.8
Cc1nn(-c2ccccc2)c2[nH]c(C(F)(F)F)cc(=O)c12	13.0	16.0	-1.0	109.0	4.9	-0.1	8.6	-2.4	-1.3
O=C(COC(=O)Cc1c[nH]c2ccccc12)NC1CCCCC1	3.2	5.3	0.4	101.0	-13.5	0.3	6.3	37.3	-2.9
COC(=O)c1cc(OC)c(OC)cc1NC(=S)N1CCN(Cc2ccccc2)CC1	-6.1	-4.1	-4.5	109.0	-17.7	-0.6	-4.5	-3.4	-2.0
CCOc1ccc2[nH]c3c(NCC(C)C)ncnc3c2c1	-10.3	3.8	-4.3	106.0	16.7	0.6	7.5	14.1	-0.8
Clc1ncn(CCOc2ccccc2)c1Cl	0.3	0.2	4.8	82.0	-2.7	-4.7	3.9	38.7	-3.3
COC(=O)C1c2ccccc2-c2ccccc21	5.7	3.7	0.1	101.0	-7.2	-2.5	0.9	-9.9	-2.8
Nc1nc(SCc2ccccc2Cl)nc2nc3c(cc12)CCCC3	-0.9	-5.9	1.5	104.0	-0.6	-2.3	1.2	50.1	-1.4
O=C(CSc1nc2ccccc2c(=O)n1-c1ccccc1)N1CCCc2ccccc21	5.1	-7.0	3.5	98.0	-7.5	1.1	-10.2	-36.4	-1.2
O=C(O)c1oc2ccccc2c1-n1cccc1	-12.0	-4.0	9.0	94.0	-30.6	-2.7	12.1	0.1	-2.6
COc1ccc(F)cc1C(=O)C1CCCN(Cc2cn(C)c3ccccc23)C1 (stereo not given)	-8.1	-10.5	4.8	99.0	22.0	-4.5	-33.1	36.3	-4.4
CCCCCc1ccc(-c2cn(Cc3ccc(C(=O)c4ccccc4)cc3)nn2)cc1	-9.3	7.4	0.2	101.0	-10.6	-1.4	-10.1	-1.7	0.9
CCO[C@H]1OC(C(=O)Nc2ccccc2)=C[C@@H](c2ccc(Br)cc2)[C@@H]1CCCO	0.3	-17.3	2.6	103.0	-21.2	-2.1	-16.1	27.7	-2.5
CSc1ccccc1NC(=O)CSc1nncs1	2.1	9.0	-5.2	106.0	1.9	-2.6	8.2	-15.1	-3.4

Fetched one by one from above, 4 records:
SMILES	pCIP destab	SUMO HTRF inh	IDE act	MEKK3 PB1 HTS	FID counter	VIM-2 inh	NS3 helicase inh	PHOSPHO1 block	IMP-1 inh
COC(=O)C1c2ccccc2-c2ccccc21	5.7	3.7	0.1	101.0	-7.2	-2.5	0.9	-9.9	-2.8
CCCCCc1ccc(-c2cn(Cc3ccc(C(=O)c4ccccc4)cc3)nn2)cc1	-9.3	7.4	0.2	101.0	-10.6	-1.4	-10.1	-1.7	0.9
COc1ccc(F)cc1C(=O)C1CCCN(Cc2cn(C)c3ccccc23)C1 (stereo not given)	-8.1	-10.5	4.8	99.0	22.0	-4.5	-33.1	36.3	-4.4
CCOc1ccc2[nH]c3c(NCC(C)C)ncnc3c2c1	-10.3	3.8	-4.3	106.0	16.7	0.6	7.5	14.1	-0.8

Remaining list, next part.
SMILES	pCIP destab	SUMO HTRF inh	IDE act	MEKK3 PB1 HTS	FID counter	VIM-2 inh	NS3 helicase inh	PHOSPHO1 block	IMP-1 inh
COc1ccc(COn2c(=O)c(C)[n+]([O-])c3ccccc32)cc1OC	-4.8	-4.5	-3.9	108.0	-12.3	-0.5	3.9	14.6	-2.4
COc1ccc(CCN(C)C(=O)c2cccc(S(=O)(=O)NCc3ccccc3)c2)cc1OC	11.9	-2.1	1.1	105.0	-35.9	-1.8	-4.0	33.4	-3.4
COc1cccc(CNc2ccc3c(c2)ncn3C(C)C)c1OC	3.5	-0.5	20.0*	101.0	-0.9	-5.3	-2.8	-0.1	-3.8
Cc1ccc(S(=O)(=O)NCC2CCC(C(=O)NCCCOC(C)C)CC2)cc1 (stereo not given)	-14.6	11.3	·	94.0	-40.9	-3.6	6.7	-17.0	-3.9
CCOC(=O)C1CCCN(S(=O)(=O)c2cnc(Cl)c(Br)c2)C1 (stereo not given)	-1.6	14.9	6.1	99.0	-33.4	-0.9	20.5	1.9	-4.2
O=C(NC1CC1)c1ccc(F)cc1Cl	6.2	6.9	-4.3	107.0	-23.0	-1.9	-7.2	-6.8	-2.6
O=c1c2[nH]cnc2n(-c2ccccc2)c(=O)n1Cc1ccccc1	3.9	2.4	2.1	102.0	-5.5	-0.2	17.0	4.7	-1.7
Cc1ccc(NC(=O)C(Cc2ccccc2)NC(=O)c2ccco2)cc1 (stereo not given)	-13.3	1.9	3.2	97.0	-10.7	-4.2	-2.1	-11.5	-1.1
COc1cccc(NS(=O)(=O)c2ccc(NC(C)=O)cc2)c1	-15.5	-6.4	3.0	88.0	3.5	-5.7	-14.5	7.0	-12.2
Cc1ccc(S(=O)(=O)N[C@@H](C)C(=O)N2CCC(C(=O)N3CCC[C@H]3C(=O)O)CC2)cc1	-8.9	11.5	7.5	102.0&87.0	4.8	-3.5	2.4	20.8	-3.8
CC(/C=N/NC(=O)c1cc(-c2ccc(Cl)cc2)nc2ccccc12)=C\c1ccco1	0.1	19.3	1.3	97.0	-2.3	-1.7	11.2	12.8	-5.3
CCN(C(=O)COC(=O)CSc1ccc([N+](=O)[O-])cc1)C1CCS(=O)(=O)C1 (stereo not given)	-0.5	-15.1	-4.5	98.0	-0.6	-3.1	1.7	9.0	-1.9

The final three entries of the part before open the next one:
SMILES	pCIP destab	SUMO HTRF inh	IDE act	MEKK3 PB1 HTS	FID counter	VIM-2 inh	NS3 helicase inh	PHOSPHO1 block	IMP-1 inh
Cc1ccc(S(=O)(=O)N[C@@H](C)C(=O)N2CCC(C(=O)N3CCC[C@H]3C(=O)O)CC2)cc1	-8.9	11.5	7.5	102.0&87.0	4.8	-3.5	2.4	20.8	-3.8
CC(/C=N/NC(=O)c1cc(-c2ccc(Cl)cc2)nc2ccccc12)=C\c1ccco1	0.1	19.3	1.3	97.0	-2.3	-1.7	11.2	12.8	-5.3
CCN(C(=O)COC(=O)CSc1ccc([N+](=O)[O-])cc1)C1CCS(=O)(=O)C1 (stereo not given)	-0.5	-15.1	-4.5	98.0	-0.6	-3.1	1.7	9.0	-1.9
O=C1CN(Cc2ccccc2)C(=NCc2ccco2)S1	2.4	-3.2	2.6	100.0	-22.6	0.3	30.5	-17.5	-4.1
O=C(Nc1ccccc1)N(CCCN1CCOCC1)Cc1cc2cc3c(cc2[nH]c1=O)OCCO3	-9.4	-2.1	-1.6	100.0	1.7	-1.8	-7.8	-23.2	-1.2
COc1ccc(-c2nnc(SCC(=O)N3CCCC3)o2)c(OC)c1	-1.8	13.2	2.6	102.0	-15.2	0.6	4.9	26.5	-3.0
CC(C)Nc1nc(NC(N)=S)nc(NC(C)(C)C)n1	-20.6	5.8	3.8	100.0	-4.6	-6.5	4.9	-63.0	-4.0
CC(NC(=S)Nc1ccc(F)cc1)c1ccccc1 (stereo not given)	-0.2	-14.3	1.0	99.0	-2.6	-1.0	-7.0	-12.5	-1.8
CCN(CC)c1ccc(/C=C/c2ccc3ccc(OC)cc3[n+]2CC)cc1	-27.7	-29.0	-7.3	101.0	-10.4	-2.2	-14.8	21.6	-4.7
O=C(N/N=C/c1c[nH]c2ccccc12)c1cc2ccccc2o1	-2.9	21.0	4.3	109.0	-6.6	-3.0	-0.4	23.6	-3.2
CCOC(=O)C1CCN(c2ccc(C(N)=O)cc2[N+](=O)[O-])CC1	-3.7	-1.3	6.3	104.0	-1.2	-3.4	-1.8	-16.4	-3.2

Only part of the results is shown; count on the stated rates, not on these rows.
